DRD3 antagonist = D3 dopamine receptor (human) antagonism; P35462; D3R cells, DiscoveRx beta-arrestin luminescence, antagonist mode; stronger effect = lower value; max response, negative = inhibition, %; hit rate 2.5% among 360,000; in the data active = max response below about -50%; inconclusive = no clear call, values can overlap the other calls; also: % is scaled to controls: 0 for no effect and ±100 for the full control effect; mostly tested at two doses, the higher about 12 µM
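Cells expressing the human receptor were seeded at 1500 cells/well, incubated overnight at 37 degrees C in 5% CO2, then exposed to library compounds with dopamine controls for 90 minutes at 37 degrees C before luminescent detection.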
EPAC2 antagonist = EPAC2 (human) antagonism | EPAC2 GEF exchange of Rap1B-BODIPY-GDP, fluorescence | Potency, µM (top dose mostly 114 µM), without a hit: top-dose activity, negative = inhibition, most hits filed as inhibitors | hit rate 0.18% among 360,000; also: potency is read from the fitted curve at half-maximal effect; % is scaled to controls: 0 for no effect and ±100 for the full control effect; nearly all actives have a fitted effect of over 45% in size; many of its hits are not listed in these tables
Target sequence (Q8WZA2 whole entry, looked up): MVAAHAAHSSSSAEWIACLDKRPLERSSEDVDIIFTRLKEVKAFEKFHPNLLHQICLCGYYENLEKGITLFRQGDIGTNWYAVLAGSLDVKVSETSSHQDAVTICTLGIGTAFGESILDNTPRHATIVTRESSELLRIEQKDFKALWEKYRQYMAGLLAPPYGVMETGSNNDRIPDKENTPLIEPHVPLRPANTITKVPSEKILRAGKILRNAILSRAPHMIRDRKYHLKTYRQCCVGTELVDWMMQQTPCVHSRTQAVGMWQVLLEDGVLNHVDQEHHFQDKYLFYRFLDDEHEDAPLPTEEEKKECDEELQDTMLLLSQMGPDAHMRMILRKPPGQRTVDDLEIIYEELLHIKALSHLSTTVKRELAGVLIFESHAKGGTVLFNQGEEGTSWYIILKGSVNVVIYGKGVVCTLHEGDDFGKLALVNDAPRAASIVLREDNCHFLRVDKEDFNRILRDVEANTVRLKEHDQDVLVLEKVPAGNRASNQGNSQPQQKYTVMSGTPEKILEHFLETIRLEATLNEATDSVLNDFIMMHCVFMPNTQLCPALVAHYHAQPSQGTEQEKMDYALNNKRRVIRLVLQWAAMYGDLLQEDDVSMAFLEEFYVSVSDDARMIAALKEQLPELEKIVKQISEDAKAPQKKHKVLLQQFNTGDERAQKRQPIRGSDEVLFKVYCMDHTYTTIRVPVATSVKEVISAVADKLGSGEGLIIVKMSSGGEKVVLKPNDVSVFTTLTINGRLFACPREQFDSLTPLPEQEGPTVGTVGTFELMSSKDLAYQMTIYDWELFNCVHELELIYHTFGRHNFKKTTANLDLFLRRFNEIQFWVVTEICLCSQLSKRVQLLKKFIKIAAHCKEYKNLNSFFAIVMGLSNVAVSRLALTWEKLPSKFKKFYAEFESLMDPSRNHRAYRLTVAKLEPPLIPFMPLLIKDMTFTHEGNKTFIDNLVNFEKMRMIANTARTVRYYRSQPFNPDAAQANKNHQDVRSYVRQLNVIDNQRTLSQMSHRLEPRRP
D3 ag = agonists of human D3 dopamine receptor | max activation, % | hit rate 0.58% among 410,000 | P35462 | D3R DiscoveRx beta-arrestin cells, luminescence, 90 min; in the data active = max activation above about 30%; also: 0% is about no effect; mostly tested at two doses, the higher about 12 µM
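Cells at 1500/well, incubated overnight, then treated with pinned compounds (dopamine as control) for 90 min at 37 degrees C. DiscoveRx reagent added for 30 - 60 minutes at room temperature; luminescence read.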
TDP43 rescue = inhibitors of TDP-43 toxicity in yeast; AID 652104; TDP-43 expressing yeast growth rescue, BacTiter-Glo, 24 h; hit rate 1.8% among 410,000; Potency, µM (titrated, usually from 46.1 µM), without a hit: top-dose growth rescue (activation), most hits filed as activators; also: potency is read from the fitted curve at half-maximal effect; % of control where 0% means no effect; nearly all actives have a fitted effect of over 50% in size
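Cell-based yeast growth screen: TDP-43 expression induced in galactose, inoculum OD600=0.02 after raffinose pregrowth to mid-log. Read-out BacTiter-Glo luminescence at 24 hr, 30 deg C; inhibition of toxicity seen as signal increase.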
aSyn rescue = rescues yeast growth from alpha-synuclein toxicity | Yeast expressing alpha-synuclein, growth rescue, BacTiter-Glo, 24 h | Potency, µM (series often up to 46.1 µM), without a hit: top-dose growth rescue (activation), hits mostly activators | hit rate 0.14% among 370,000 | AID 652106; also: potency is read from the fitted curve at half-maximal effect; % of control where 0% means no effect; nearly all actives have a fitted effect of over 65% in size
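Rescue of yeast growth: cells expressing toxic alpha-synuclein, induced in galactose at OD600 0.02, incubated with compound 24 h at 30 C. ATP luminescence quantified growth; inhibitors of toxicity appear as activators.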
FUS suppressor = suppressors of FUS proteinopathy in yeast | AID 1347120 | hit rate 0.24% among 390,000 | S. cerevisiae FUS-expressing, growth rescue, OD600, 24 h | Potency, µM (doses to about 76.6 µM), inactives show at the highest dose growth rescue (activation), actives largely listed as activators;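 also: potency is read from the fitted curve at half-maximal effect; plate controls were DMSO vehicle for no effect and reference control for full effect; nearly all actives have a fitted effect of over 55% in size; some results filed as inactive show a strong effect at the top dose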
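FUS-expressing yeast, raffinose-pregrown, induced in 2% galactose minimal medium at OD 0.005; compounds in a dilution series, 24hr at 30C. Growth restoration read as absorbance at 600 nm. CP55940 positive control, DMSO negative.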
EPAC2 agonist = activates human EPAC2 exchange factor | Q8WZA2 | EPAC2 activation, biochemical qHTS; response scale: 100% = 6.5 mM cAMP response | Potency, µM (series often up to 154 µM), without a hit: top-dose activation, hits mostly activators | hit rate 0.079% among 360,000 | AID 720711; also: potency is read from the fitted curve at half-maximal effect; nearly all actives have a fitted effect of over 50% in size
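qHTS, titration series. 100 nM EPAC2 / 250 nM Rap1B-BODIPY-GDP / 50 uM GDP; RT; ex 480/em 540 nm, 5-min reads to 30 min. Norm. to 6.5 mM cAMP = activation.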
Abeta yeast res = compounds reversing amyloid beta toxicity in yeast; yeast expressing A-beta42, growth rescue, OD600, 48 h; response scale: 0% DMSO, 100% iron-clioquinol control; Potency, µM (series often up to 46.1 µM), inactives show at the top dose growth rescue, usual class: activators; AID 1347071; hit rate 0.063% among 410,000; also: potency is read from the fitted curve at half-maximal effect; nearly all actives have a fitted effect of over 55% in size
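Growth rescue measured by 600 nm absorbance after 48 h yeast culture at 30 C with compound. Values normalized between DMSO and an equimolar ferric chloride plus clioquinol control.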
The depositor's hits bear a star; ? = inconclusive; / = not tested or not shown; & = joins results of further samples; [ ] = another dose, or the depositor's remark. Unless noted, calls follow the shape of the dose curve; as a rule, active = well fitted curve in the direction sought with a large enough effect; inconclusive = small, poorly fitted or top-dose-only effect, or another doubt; inactive = no such curve, though single readings can be large; an effect the other way counts as inactive or inconclusive. Some of the compounds tested (hit frequency here may not be typical).

The opening four compounds (preview)
#1 O=C(Nc1ccc(C(=O)N2CCCCC2)cc1)c1ccccc1
#2 Cc1[nH]c2ccccc2c1C(C[N+](=O)[O-])c1cccs1 (stereo unspecified)
#3 O=C(Nc1ccon1)c1nc[nH]c1C(=O)N1CCc2ccccc2C1
#4 Cc1cccc(N2CCN(c3ccc4cc(S(=O)(=O)N5CCC(C)CC5)ccc4n3)CC2)c1C
Compound,1,2,3,4
DRD3 antagonist,24,-4,0,/
EPAC2 antagonist,-3%,?,8%,/
D3 ag,8,-6,-14,1
TDP43 rescue,6%,?,1%,22%
aSyn rescue,-3%,19%,-16%,/
FUS suppressor,-10%,25%,-11%,-30%
EPAC2 agonist,9%,-2%,-6%,/
Abeta yeast res,-16%,5%,-3%,-3%

The listing, from the first entry:
#1 O=C(Nc1ccc(C(=O)N2CCCCC2)cc1)c1ccccc1
#2 Cc1[nH]c2ccccc2c1C(C[N+](=O)[O-])c1cccs1 (stereo unspecified)
#3 O=C(Nc1ccon1)c1nc[nH]c1C(=O)N1CCc2ccccc2C1
#4 Cc1cccc(N2CCN(c3ccc4cc(S(=O)(=O)N5CCC(C)CC5)ccc4n3)CC2)c1C
#5 COc1ccc(-n2c(C)nnc2SCc2nc(-c3ccc(OC)c(OC)c3)no2)cc1
#6 COCc1c(C(=O)OCC(=O)N2c3ccccc3NC(=O)C2(C)C)oc2ccccc12
Compound,1,2,3,4,5,6
DRD3 antagonist,24,-4,0,/,/,34
EPAC2 antagonist,-3%,?,8%,/,/,-18%
D3 ag,8,-6,-14,1,7,3
TDP43 rescue,6%,?,1%,22%,19%,20%
aSyn rescue,-3%,19%,-16%,/,/,1%
FUS suppressor,-10%,25%,-11%,-30%,?,?
EPAC2 agonist,9%,-2%,-6%,/,/,15%
Abeta yeast res,-16%,5%,-3%,-3%,-5%,7%

#7 Cc1ccc(S(=O)(=O)NN=C2CCN(Cc3ccccc3)CC2)cc1
#8 COc1ccc(Cl)cc1C(=O)NC(=S)Nc1nc(C)cc(C)n1
#9 CCOC(=O)c1sc(NC(=O)/C=C/c2cnn(C)c2C)c(C(=O)OC(C)C)c1C
#10 CN1CCN(C(=O)c2ccc(COc3cc(Cl)ccc3Cl)o2)CC1
#11 CCc1ccc(NC(=O)COC(=O)CCCC2=NS(=O)(=O)c3ccccc3N2)cc1
#12 CCOC(=O)C(=O)N1CCC(Cc2ccccc2)CC1
Compound,7,8,9,10,11,12
DRD3 antagonist,0,1,9,-23,9,-10
EPAC2 antagonist,13%,1%,-9%,3%,-5%,6%
D3 ag,0,-9,35*,-17,3&-3,-2
TDP43 rescue,14%,-7%,-1%,0%,-13%[1.82 µM],8%[9.22 µM]
aSyn rescue,-15%,-2%,3%,-9%,-3%,-1%
FUS suppressor,-38%,22%,1%,-16%,?,31%
EPAC2 agonist,6%,6%,-25%,7%,-2%,17%
Abeta yeast res,8%,-6%,3%,-27%,-1%&3%,-4%

#13 COc1ccc(S(=O)(=O)NCCSc2nnnn2-c2ccccc2)cc1
#14 COc1cc2c(cc1NC(=O)c1ccccc1C)n(C)c(=O)n2C
#15 CCc1nc2c(OCc3ccc(C(F)(F)F)cc3)cccn2c1N(C)C(=O)c1ccco1
#16 CN(C)/C=N/c1cc(=O)n(C)c(=O)n1Cc1ccccc1
#17 O=S(=O)(c1ccc(F)cc1)N1CCCC1
#18 CCn1c(=O)[nH]c2ccccc2c1=O
Compound,13,14,15,16,17,18
DRD3 antagonist,/,/,0,-9,0,-56*
EPAC2 antagonist,/,/,?,2%,1%,-5%
D3 ag,-5,7,-1,-7,1,-8
TDP43 rescue,-27%,23%,18%,10%,16%,9%
aSyn rescue,/,/,7%,-3%,0%,-3%
FUS suppressor,24%,-12%,7%,-7%,-7%,3%
EPAC2 agonist,/,/,3%,7%,0%,-6%
Abeta yeast res,-4%,1%,-14%,-8%,2%,-13%

#19 CN(Cc1ccccc1)C(=O)c1nc[nH]c1C(=O)N1CCN(c2ccccc2)CC1
#20 CC(=O)NC(=S)Nc1ccc(N2CCOCC2)c(S(=O)(=O)Nc2cc(Cl)ccc2Cl)c1
#21 O=c1oc(CCCO)cc2ccc(C#Cc3ccsc3)cc12
#22 COc1ccc(NC2CCCN(C(=O)c3cccs3)C2)cc1 (stereo unspecified)
#23 Cc1cccc(C(=O)Nc2ccc(-c3nc4cc(C(C)C)ccc4o3)cc2)c1
#24 Cc1ccc2cc(C)c(NCCO)nc2c1
Compound,19,20,21,22,23,24
DRD3 antagonist,1,-7,59,-17,/,-19
EPAC2 antagonist,6%,-1%,?,0%,/,-1%
D3 ag,0,0,27,1,17,-3
TDP43 rescue,8%,0%[9.22 µM],14%,11%,0%,0%
aSyn rescue,-1%,0%,-10%,-10%,/,-1%
FUS suppressor,-17%,?,11%,4%,18%,-64%[inhibitor]
EPAC2 agonist,9%,18%,7%,0%,/,5%
Abeta yeast res,6%,10%,-13%,-16%,8%,-5%[9.22 µM]

4 compounds from above with just D3 ag.
#	Structure	D3 ag
1	O=C(Nc1ccc(C(=O)N2CCCCC2)cc1)c1ccccc1	8
6	COCc1c(C(=O)OCC(=O)N2c3ccccc3NC(=O)C2(C)C)oc2ccccc12	3
21	O=c1oc(CCCO)cc2ccc(C#Cc3ccsc3)cc12	27
24	Cc1ccc2cc(C)c(NCCO)nc2c1	-3

The listing continues.
#25 CCc1nnc(NC(=O)CSc2nnc(Cc3cc(=O)[nH]c(=O)[nH]3)n2-c2ccc(OC)cc2)s1
#26 CCCCNC(=O)c1sc2ncccc2c1-n1cccc1
#27 CC(NC(=O)[C@H](Cc1c[nH]c2ccccc12)NC(=O)[C@@H]1Cc2ccccc2CN1)c1ccccc1 (stereo partly specified)
#28 CCN(CC)CCNC(=O)C(C(=O)c1ccccc1)n1ccccc1=O (stereo unspecified)
#29 CC(C)CCn1c(CN2CCN(Cc3ccccc3)CC2)nc2c1c(=O)[nH]c(=O)n2C
#30 Cc1ccc(C(=O)Nc2ccc3[nH]c(=O)[nH]c3c2)c(C)c1
Compound,25,26,27,28,29,30
DRD3 antagonist,?,/,2,-17,-24,-6
EPAC2 antagonist,10%,/,1%,8%,-2%,2%
D3 ag,-11,8,-2,4,0,-2
TDP43 rescue,-12%,19%,0%,0%,8%,13%
aSyn rescue,-3%,/,6%,2%,0%,-4%
FUS suppressor,4%,30%,-4%,-6%,21%,-40%
EPAC2 agonist,4%,/,4%,-2%,-6%,3%
Abeta yeast res,-3%,-10%,3%,10%,16%,12%

#31 CN(C(=O)c1cccc(NC(=O)Cc2ccc(NC(=O)C3CCN(C(=O)C4CCCCC4)CC3)cc2)c1)C1CCCC1
#32 CCc1ccccc1NC(=O)CCNS(=O)(=O)c1ccc2c(c1)CCN2C(=O)C1CC1
#33 CCN(CC)Cc1c(C(=O)OC)nnn1-c1nonc1N
#34 Cc1ccc(/C=C/C(=O)O)cc1S(=O)(=O)NCc1ccco1
#35 Cc1c(C(=O)N2CCNCC2)oc2ccccc12
#36 O=C(Nc1ccccc1-c1ccccc1)C1CCCC1
Compound,31,32,33,34,35,36
DRD3 antagonist,4,/,10,10,-15,1
EPAC2 antagonist,2%,/,-1%,2%,3%,-2%
D3 ag,8,-8,2,41*,-17,-7
TDP43 rescue,44%,13%,-5%,-13%,-4%,-6%[0.397 µM]
aSyn rescue,-1%,0%,-3%,-1%,1%,0%
FUS suppressor,33%,-4%,-18%,8%,10%,3%
EPAC2 agonist,6%,/,-7%,15%,8%,2%
Abeta yeast res,12%,-9%,2%,14%,2%,14%

#37 CCOc1ccc(S(=O)(=O)Nc2ccc(C(=O)NCC3CCCO3)cc2)cc1 (stereo unspecified)
#38 CNC(=S)NN(C)c1nc(C)cc(C)n1
#39 O=C(/C=C/c1cccc(O)c1)c1cccnc1
#40 CCOC(=O)CCC(=O)N(CCN(C(=O)CCC(=O)OCC)c1ccccc1)c1ccccc1
#41 CN(C)c1ccc(/C=N/NC(=O)c2cccc(C(=O)N/N=C/c3ccc(N(C)C)cc3)n2)cc1
#42 Cc1ccc(-n2nnnc2SCC(=O)c2cc(C)n(-c3cc(C)on3)c2C)cc1
Compound,37,38,39,40,41,42
DRD3 antagonist,0,0,-29,8,11,5
EPAC2 antagonist,0%,-1%,4%,3%,-2%,0%
D3 ag,-1,-1,-6,2,-8,6
TDP43 rescue,9%,7%,-9%,-7%,0%,-7%
aSyn rescue,6%,2%,-2%,2%,-3%,-6%
FUS suppressor,4%,/,13%,/,/,16%
EPAC2 agonist,-3%,0%,8%,3%,2%,13%
Abeta yeast res,-1%,8%,-53%[inhibitor],0%,-3%,14%

#43 Cc1cc(C)c(S(C)(=O)=O)c(N(C)NC(=O)c2c(F)cccc2F)n1
#44 CC(=O)N1CCc2c(sc3c2c(=O)n(-c2ccccc2)c(=O)n3CC(=O)Nc2cccc(C)c2)C1
#45 O=C1NC(=S)N/C1=C\c1cccnc1
#46 CCCc1nc2ccc(C)cn2c1Cc1ccsc1
#47 CC1CCC(NC(=O)C2CCC(CNS(=O)(=O)c3cccc4cccnc34)CC2)CC1 (stereo unspecified)
#48 OCc1nc2c(ccc3ccccc32)[nH]1
#49 Cc1ccc(S(=O)(=O)N2CCN(Cc3cc(C(C)C)ccc3O)CC2)cc1
Compound,43,44,45,46,47,48,49
DRD3 antagonist,-5,/,15,-18,6,14,3
EPAC2 antagonist,15%,/,1%,-5%,-14%,-1%,-10%
D3 ag,5,-10,7,2,4,-3,-5
TDP43 rescue,-7%,-13%,11%,7%,7%,7%,7%
aSyn rescue,17%,/,-1%,?,6%,-1%,3%
FUS suppressor,0%,32%,0%,6%,20%,-13%,7%
EPAC2 agonist,-7%,/,5%,11%,-9%,-3%,1%
Abeta yeast res,8%,-19%,2%,-17%,7%,-2%,19%
